Screening results as filed in PubChem.
RPL19A-GFP yeast = alters RPL19A-GFP fluorescence in TOR pathway yeast screen | S. cerevisiae RPL19A-GFP strain, flow cytometry, 3 h; active compounds read low | percent response vs DMSO, % at 10 µM | 330,000 tested, 0.3% active | AID 2025;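 active means percent response vs DMSO below 50%; inconclusive means fewer than 70 events counted for the yeast strain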;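 further: median channel GFP fluorescence of the barcoded RPL19A-GFP strain; ratio of sample median GFP to plate DMSO average so 100% = DMSO; lower means less RPL19A-GFP as with rapamycin TOR inhibition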
LAP4-GFP MLPCN = alters LAP4-GFP fluorescence in TOR pathway yeast screen. S. cerevisiae LAP4-GFP multiplex, flow cytometry GFP, 3 h; median GFP as percent of DMSO wells. GFP response vs DMSO, % at 10 µM. 320,000 tested, 0.34% active. AID 2023;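 active means GFP response vs DMSO above a set limit, about the screen mean plus 3 SD, cut at about 150% in these data; inconclusive means under 70 cell events counted for the yeast strain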
MEP2-GFP yeast = alters MEP2-GFP fluorescence in TOR pathway yeast screen. S. cerevisiae MEP2-GFP strain, flow cytometry GFP, 3 h; 100% = DMSO control level. GFP response vs DMSO, % at 10 µM. 330,000 tested, 0.51% active. AID 2016;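 active means GFP response versus DMSO above a set limit, roughly screen mean plus 3 SD, cut at about 180% in these data; inconclusive means fewer than 70 cells counted for a yeast strain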;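 further: median GFP fluorescence of the barcode-gated MEP2-GFP cells per well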
AHR activator = activators of human aryl hydrocarbon receptor; AID 2796; P35869; 320,000 tested, 2.5% active; activation, % at 5 µM; AHR-responsive luciferase reporter cells, luminescence; in the data active means activation above about 47%;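 further: 0% = vehicle wells and 100% = reference agonist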
AGP1-GFP MLPCN = modulators of TOR pathway AGP1-GFP in S. cerevisiae; GFP response vs DMSO, % at 10 µM; S. cerevisiae AGP1-GFP multiplex flow cytometry, 3 h; GFP as percent of DMSO wells; 320,000 tested, 0.02% active;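 active means GFP response relative to DMSO above a set limit, near screen average plus 3 SD, cut at about 150% in these data; inconclusive means fewer than 70 cells counted for the yeast strain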;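 further: median GFP channel fluorescence of the gated AGP1 strain per well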
procasp3 activ = procaspase-3 (human) activation | AID 463141 | P42574 | activation, % at 8.5 µM | recombinant procaspase-3 D3A, Ac-DEVD-pNA absorbance 405 nm | 330,000 tested, 0.11% active;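 active means activation above the mean of all tested compounds plus 3 SD, cut at about 21% in these data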;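 further: 0% = DMSO alone and 100% = DMSO wells spiked with extra 5 µM PC-3 D3A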
Target sequence (P42574 whole entry D9A/D28A/D175A): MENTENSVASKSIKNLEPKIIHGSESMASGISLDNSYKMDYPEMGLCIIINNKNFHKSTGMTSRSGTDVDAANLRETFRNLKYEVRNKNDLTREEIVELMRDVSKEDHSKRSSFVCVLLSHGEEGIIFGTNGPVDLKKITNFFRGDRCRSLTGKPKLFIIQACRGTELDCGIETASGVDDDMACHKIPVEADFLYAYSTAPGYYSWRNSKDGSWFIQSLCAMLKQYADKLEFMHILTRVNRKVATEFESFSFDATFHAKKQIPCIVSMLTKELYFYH
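Assay system – Procaspase-3 D3A mutant · Benchmarks – DMSO low control, extra-enzyme high control · Technique – 405 nm absorbance of p-nitroaniline, reads at 0 and 120 min · Doses – 8.5 µM nominal · Measure – % activation between DMSO and enzyme-spiked controls · Also added – Ac-DEVD-pNA chromogenic peptide substrate · Schedule – 1 h compound preincubation, 2 h substrate hydrolysis at 25 °C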
procasp7 counter = counter-screen for procaspase-3 activators: activators of human procaspase-7. activation, % at 8.5 µM. AID 463210. recombinant procaspase-7, Ac-DEVD-pNA absorbance 405 nm; D23A/D198A/D206A triple mutant, cannot self-cleave; scale: DMSO 0, 5 µM enzyme 100. 330,000 tested, 0.093% active;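 active means percent activation above the screen-wide mean plus 3 SD, cut at about 25% in these data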
Target sequence (P55210 whole entry D23A/D198A/D206A): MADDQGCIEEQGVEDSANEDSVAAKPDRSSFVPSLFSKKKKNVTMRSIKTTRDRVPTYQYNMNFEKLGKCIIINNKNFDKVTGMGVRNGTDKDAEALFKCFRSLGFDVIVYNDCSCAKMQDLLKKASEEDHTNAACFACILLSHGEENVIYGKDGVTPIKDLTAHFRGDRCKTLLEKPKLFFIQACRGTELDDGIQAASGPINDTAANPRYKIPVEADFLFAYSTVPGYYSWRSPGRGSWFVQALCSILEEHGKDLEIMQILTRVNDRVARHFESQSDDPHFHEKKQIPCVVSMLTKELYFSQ
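System: Procaspase-7 triple mutant (PC-7 D3A); measure: % activation from two-timepoint absorbance difference, scaled to controls; times: 1 h compound preincubation, 2 h substrate cleavage, 25 °C; also added: Ac-DEVD-pNA substrate, 400 µM as added; measured by: Epi-absorbance of released pNA at 405 nm, two timepoints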
CIT2-GFP yeast = modulators of TOR pathway CIT2-GFP in S. cerevisiae; S. cerevisiae CIT2-GFP strain, flow cytometry, 3 h; 100 means same as DMSO wells; 320,000 tested, 0.065% active; GFP response vs DMSO, % at 10 µM;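 active means GFP response relative to DMSO above a set limit, near the screen mean plus 3 SD, cut at about 150% in these data; inconclusive means Fewer than 70 cells measured for a yeast strain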;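 further: ratio of well median GFP fluorescence to mean of DMSO wells on the plate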
Starred values were filed as active, the others as inactive; ? = inconclusive; · = not tested or not shown; [ ] = remark or other dose.

cpd	compound	RPL19A-GFP yeast	LAP4-GFP MLPCN	MEP2-GFP yeast	AHR activator	AGP1-GFP MLPCN	procasp3 activ	procasp7 counter	CIT2-GFP yeast
1	COc1ccc(C(=O)C(CN2CCCC2)c2ccccc2)cc1 (configuration not stated)	94	102	105	-2	100	1	2	103
2	CCCCOc1ccc(NC(=O)C2OC3OC(C)(C)OC3C3OC(C)(C)OC23)cc1 (configuration not stated)	101	96	102	2	98	3	12	99
3	CCCCOC(=O)c1ccc(NC(=O)C(=O)NCc2cccnc2)cc1	99	97	102	7	90	-9	0	88
4	O=C(O)c1ccc(-c2nc(-c3ccccc3)c(-c3ccccc3)[nH]2)cc1	104	94	95	-1	96	-8	8	96
5	Cc1c(C(=O)N2CCOCC2)c(S(=O)(=O)Nc2ccc(OC(F)(F)F)cc2)c(C)n1C	100	92	110	1	104	6	-4	108
6	COC(=O)c1ccc(OCC(O)CN(CCO)CCO)cc1 (configuration not stated)	93	95	97	-4	93	-7	7	97
7	CC(CC1CC(C)(C)OC1=O)C(=O)Nc1nncs1 (configuration not stated)	103	96	98	-1	107	-1	10	107
8	Cc1ccc(C)c(Cn2nnc3c(=O)[nH]c(C(=O)NCC4CCCO4)nc32)c1 (configuration not stated)	105	98	108	0	101	5	0	99
9	CCN(CC)CC(=O)Nc1ccc(-c2ccc(NC(=O)CN(CC)CC)c(OC)c2)cc1OC	96	103	96	0	101	-5	-5	92
10	CCC(=NCc1ccccc1)c1c(C(F)(F)F)[nH]n(-c2nc3ccccc3s2)c1=O	104	98	105	4	103	1	-8	100
11	Cc1cccc(NC(=S)NCCc2ccc3c(c2)OCCO3)c1C	97	101	99	1	101	8	-1	102
12	CCc1cc2c(C)ccc(C)c2nc1SCC(=O)Nc1c[nH]c(=O)[nH]c1=O	96	85	90	1	90	-1	5	101
13	CC(C(=O)Nc1ccc(C#N)cc1)N(C)Cc1cccs1 (configuration not stated)	99	98	100	0	96	-13	4	103
14	COc1cc(C(=O)Nc2nc(C)c(Cc3ccc4c(c3)OCO4)s2)cc(OC)c1OC	107	91	101	1	104	-4	-21	112
15	O=C(NCC(=O)N(CC1CCCO1)C(C(=O)NC1CCCCC1)c1ccccc1)c1cccs1 (configuration not stated)	106	91	89	1	71	1	-6	58
16	Cc1ccccc1Cn1nc(C)c(NC(=O)c2nc3n(n2)C(C(F)F)CC(C)N3)c1C (configuration not stated)	94	98	95	-3	93	7	-10	92
17	COC(c1ccc(Cl)cc1)(c1ccc(Cl)cc1)C(Oc1nc(C)cc(C)n1)C(=O)O (configuration not stated)	100	81	105	0	92	-3	18	99
18	CN(Cc1ccc(Cl)cc1)C(=O)COC(=O)c1ccc(-c2ccc(O)cc2)cc1	103	99	101	2	106	8	-6	103
19	COc1ccc(OC)c(S(=O)(=O)NCCCN2CCOCC2)c1	94	90	93	-1	86	-7	3	88
20	C[C@H]1COC(=O)CCC/C=C\C[C@H](CC(=O)N(CCO)Cc2ccccc2)C(=O)N1	106	103	97	-1	107	7	3	91
21	COc1ccccc1OCCNC(=O)CCNC(=O)c1ccccc1Cl	101	101	102	4	97	5	8	114
22	O=[N+]([O-])c1ccc(-n2nncc2-c2ccc(Cl)cc2)cc1	99	111	104	0	98	6	6	97
23	C=CCn1c(SC/C=C/c2ccccc2)nnc1-c1sc(N)nc1C	98	94	88	3	94	5	1	85
24	COc1cc(C(=O)NC(CCSC)C(=O)OCC(=O)C(C)(C)C)cc(OC)c1OC (configuration not stated)	100	103	105	3	106	-10	8	98

A second format for 3 compounds above.
Results follow in this order: RPL19A-GFP yeast, LAP4-GFP MLPCN, MEP2-GFP yeast, AHR activator, AGP1-GFP MLPCN, procasp3 activ, procasp7 counter, CIT2-GFP yeast
21. COc1ccccc1OCCNC(=O)CCNC(=O)c1ccccc1Cl
 : 101, 101, 102, 4, 97, 5, 8, 114
22. O=[N+]([O-])c1ccc(-n2nncc2-c2ccc(Cl)cc2)cc1
 : 99, 111, 104, 0, 98, 6, 6, 97
23. C=CCn1c(SC/C=C/c2ccccc2)nnc1-c1sc(N)nc1C
 : 98, 94, 88, 3, 94, 5, 1, 85

Next part
cpd	compound	RPL19A-GFP yeast	LAP4-GFP MLPCN	MEP2-GFP yeast	AHR activator	AGP1-GFP MLPCN	procasp3 activ	procasp7 counter	CIT2-GFP yeast
25	CC(C)Oc1cccc(C(=O)Nc2ccc(NC(=O)c3ccco3)cc2)c1	99	97	101	6	100	6	5	90
26	Cc1ccc2nc(Nc3ccccc3)c(C=O)c(=O)n2c1	102	97	102	2	81	8	0	95
27	Cc1ccc(O)c(NC(=O)C2CC(c3c(F)cccc3Cl)=NO2)c1 (configuration not stated)	106	98	106	-4	102	6	1	·
28	Cc1ccc(N2C(=O)[C@@H]3C(c4cccnc4)=NO[C@@H]3C2=O)cc1	95	116	98	3	104	-8	-2	94
29	CCOC(=O)C(=O)Nc1ccccc1C(=O)OCC	94	86	94	-1	94	1	-7	96
30	COc1ccc2oc(C(=O)OC(C)C(=O)N3C(C)CCCC3C)c(C)c2c1 (configuration not stated)	99	93	102	0	104	-3	4	105
31	O=C(CSc1nnnn1C1CCCCC1)NCCc1ccccc1	115	75	97	1	83	7	3	81
32	CCOC(=O)N1CCC(N(CCN(C)C)C(=S)Nc2cc(C)ccc2C)CC1	120	89	92	0	96	5	3	98
33	CCc1nnc(NC(=O)[C@@H](NC(=O)c2ccc(C(C)(C)C)cc2)C(C)C)s1	100	80	97	-2	93	3	3	99
34	Cc1cc(C)n(C(=O)CNC(=O)CCc2ccccc2)n1	101	107	99	-2	82	-4	5	75
35	CNC(=S)SCCOc1ccccc1C	98	106	91	-4	93	4	5	91
36	CCC(C)(C(=O)Nc1ccccc1C)N(C(=O)CNC(C)=O)c1ccccc1C (configuration not stated)	100	99	106	3	98	-1	5	100
37	Cc1nc([N+](=O)[O-])cn1CCC#N	98	108	97	-2	110	-1	7	98
38	CSCCC(NC(=O)c1cccc(C)c1)C(=O)OCC(=O)NC(=O)c1cccn1C (configuration not stated)	97	96	104	1	95	0	-8	96
39	O=C(NCc1ccccc1Br)C1CCCO1 (configuration not stated)	109	74	99	-1	95	2	4	102
40	CC1CCCC(C)N1C(=O)COC(=O)CNC(=O)c1ccccc1F (configuration not stated)	109	109	106	1	109	0	0	96
41	COc1ccc(CCNC(=O)CNC(=O)c2nn(-c3ccc(OC)c(OC)c3)c(=O)c3ccccc23)cc1OC	99	102	110	0	102	6	7	101
42	COc1ccc(C2(O)CCN(C(=O)NC3CCCCC3)CC2)cc1	105	115	115	1	105	-5	-3	108
43	O=C1Nc2ccc(S(=O)(=O)NCCCO)c3cccc1c23	96	93	103	·	97	·	·	92
44	CC(C)(Oc1ccc(Cl)cc1)C(=O)N(Cc1ccccc1)c1ccccn1	102	105	99	1	93	3	5	89
45	Cc1cc2c(cc1S(=O)(=O)NC1CCCCC1C)OCC(=O)N2 (configuration not stated)	95	91	100	2	97	-1	3	97
46	Cc1ccc(CNc2ncc(-c3ccccc3)n2C)o1	98	?	94	8	89	-4	-13	90
47	C=CCSc1nsc(NC(=O)Nc2cccc(C(C)=O)c2)n1	98	93	103	41	95	0	-5	101
48	Cc1c(NC(=O)c2ccc(NC(=O)C3CC3)cc2)cccc1C(=O)O	100	99	101	-6	101	8	-2	103
49	Cc1cc(C)c2c(C)c(C(=O)Nc3c(C)n(C)n(-c4ccccc4)c3=O)oc2c1	?	101[may fluoresce red]	113[may fluoresce red]	24	92[may fluoresce red]	-10	-4	91[may fluoresce red]
50	COc1ccc(CN(C)CC(O)COc2ccc(C(=O)c3ccccc3)cc2)c(OC)c1OC (configuration not stated)	103	97	105	2	102	8	3	105
51	CS(=O)(=O)N(CC(=O)N1CCCCCC1)c1cccc(F)c1	103	98	106	2	100	8	6	100
52	O=C(N/N=C/C(Cl)=C/c1ccccc1)c1ccco1	87	122	93	1	·	3	0	80
53	O=C(CNCC1CCCO1)N1CCCc2ccccc21 (configuration not stated)	94	95	108	0	92	-2	-1	98
54	CC(C)CNC(=O)COC(=O)/C=C/c1ccco1	100	88	99	-2	95	-2	2	98
55	Cc1ccc(S(=O)(=O)c2c(C)cc(C)[nH]c2=O)c(C)c1	101	88	98	0	101	-3	-6	94
56	COc1ccccc1CNC(=O)c1ccc(Cl)c(NC2=NC3CS(=O)(=O)CC3S2)c1 (configuration not stated)	96	91	93	-1	94	-4	1	89
57	CC(C)C(C(=O)O)N1C(=O)/C(=C/C=C/c2ccco2)SC1=S (configuration not stated)	100	93	97	0	94	-9	-20	97
58	Cc1ccc(N2CC(C(=O)Nc3ccccc3C(=O)NC3CCCCC3)CC2=O)cc1C (configuration not stated)	99	95	95	1	103	-4	-4	97
59	O=C1c2cnc3nc(SCc4ccc(Cl)cc4)nn3c2CC2c3ccccc3CCN12 (configuration not stated)	111	86	111	0	103	-12	3	126
60	CCN1C(=O)[C@H]2[C@@H](c3ccc(C)cc3)N3C(=O)N(c4ccc(C)cc4)C(=O)[C@@]3(CC)[C@H]2C1=O	102	112	99	3	91	11	0	96
61	CC(C)CNC(=O)COc1ccc(Sc2ccc(OCC(=O)NCC(C)C)cc2)cc1	102	101	103	0	99	2	0	100
62	CN1CCc2ccccc2CC1=O	94	102	97	-1	96	-5	10	92
63	COC(=O)c1cccc(COC(=O)c2ccc(CS(=O)(=O)c3ccc(C)cc3)cc2)c1	100	99	98	1	100	2	-7	94
64	COc1cc(NC(=O)CN2C(=O)CSc3ccc(S(=O)(=O)N4CCCC4)cc32)cc(OC)c1	104	109	98	28	110	4	-3	102
65	CN1CCN(S(=O)(=O)c2cccc(C(=O)Nc3cc(C(F)(F)F)ccc3N3CCCC3)c2)CC1	104	95	97	-1	117	0	-19	103
66	CCOc1ccc(CCNC(=O)c2ccc(CNS(=O)(=O)c3ccccc3)cc2)cc1OCC	106	90	98	0	100	-1	4	100
67	CCN(c1ccccc1)S(=O)(=O)c1nnc(NC(=O)c2ccccc2OC)s1	104	117	109	14	105	1	-3	103
68	CCc1nc2ccccc2c(C(=O)OCC(=O)Nc2ccc(NC(C)=O)cc2)c1C	100	101	95	-1	106	3	1	91
69	C=CCOc1ccc(CN(C)CC(=O)N(CC(C)C)c2c(N)n(CC(C)C)c(=O)[nH]c2=O)cc1	·	94	92	0	102	-1	3	102
70	Nc1[nH]c(N=NC(=O)c2ccccc2O)c2ccccc12	118	109	133	9	113	2	-3	94
71	COc1ccc(C2CC(c3cccs3)=NN2C(=O)c2ccco2)cc1OC (configuration not stated)	93	104	93	-1	105	5	-3	93
72	CN(c1ccccc1)S(=O)(=O)c1cccc(NC(=O)C2CCCO2)c1 (configuration not stated)	103	96	108	0	104	-5	-2	123
73	Cc1cc(C)cc(-n2ncc3c2CCCC3NC(=O)CCCn2cncn2)c1 (configuration not stated)	100	106	111	7	97	4	2	96
74	COC(=O)c1ccc(C(=O)OC)c(NC(=O)CN(c2ccccc2)S(=O)(=O)N(C)C)c1	100	107	105	0	110	-1	1	95
